Screens deposited in PubChem by several laboratories.
MEP2 TOR yeast: modulators of TOR pathway MEP2-GFP in S. cerevisiae; AID 2016; 0.51% of 330,000 active; S. cerevisiae MEP2-GFP strain, flow cytometry GFP, 3 h; 100% = DMSO control level; GFP response vs DMSO, % at 10 µM;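 active = GFP response versus DMSO above a set limit, roughly screen mean plus 3 SD, cut at about 180% in these data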;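 also: median GFP fluorescence of the barcode-gated MEP2-GFP cells per well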
AGP1 TOR yeast: modulators of TOR pathway AGP1-GFP in S. cerevisiae; 0.02% of 320,000 active; S. cerevisiae AGP1-GFP multiplex flow cytometry, 3 h; GFP as percent of DMSO wells; AID 2066; GFP response vs DMSO, % at 10 µM;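 active = GFP response relative to DMSO above a set limit, near screen average plus 3 SD, cut at about 150% in these data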;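 also: median GFP channel fluorescence of the gated AGP1 strain per well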
proCasp3 act: procaspase-3 (human) activation | P42574 | recombinant procaspase-3 D3A, Ac-DEVD-pNA absorbance 405 nm | activation, % at 8.5 µM | 0.11% of 330,000 active;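 active = activation above the mean of all tested compounds plus 3 SD, cut at about 21% in these data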;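 also: 0% = DMSO alone and 100% = DMSO wells spiked with extra 5 µM PC-3 D3A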
Target sequence (P42574 whole entry D9A/D28A/D175A): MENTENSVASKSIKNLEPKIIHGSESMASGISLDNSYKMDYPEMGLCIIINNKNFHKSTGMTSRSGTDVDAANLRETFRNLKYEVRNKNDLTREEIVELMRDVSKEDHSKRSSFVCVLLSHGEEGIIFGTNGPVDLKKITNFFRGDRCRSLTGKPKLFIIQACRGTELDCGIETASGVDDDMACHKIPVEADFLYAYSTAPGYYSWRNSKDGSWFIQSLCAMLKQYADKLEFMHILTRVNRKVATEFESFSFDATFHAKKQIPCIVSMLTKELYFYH
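System: Procaspase-3 D3A mutant. Medium: Zinc-free 300 mM NaCl, 50 mM HEPES, 0.01% Triton X-100. Schedule: 1 h preincubation plus 2 h reaction at 25 °C. Measured by: 405 nm absorbance of p-nitroaniline, reads at 0 and 120 min. Read-out: percent activation relative to control range.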
RPL19A TOR yeast: modulators of TOR pathway RPL19A-GFP in S. cerevisiae; S. cerevisiae RPL19A-GFP strain, flow cytometry, 3 h; active compounds read low; percent response vs DMSO, % at 10 µM; 0.3% of 330,000 active; AID 2025;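 active = percent response vs DMSO below 50%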;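 also: median channel GFP fluorescence of the barcoded RPL19A-GFP strain; ratio of sample median GFP to plate DMSO average so 100% = DMSO; lower means less RPL19A-GFP as with rapamycin TOR inhibition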
CIT2 TOR yeast: modulators of TOR pathway CIT2-GFP in S. cerevisiae | S. cerevisiae CIT2-GFP strain, flow cytometry, 3 h; 100 means same as DMSO wells | GFP response vs DMSO, % at 10 µM | 0.065% of 320,000 active | AID 2029;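 active = GFP response relative to DMSO above a set limit, near the screen mean plus 3 SD, cut at about 150% in these data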;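 also: ratio of well median GFP fluorescence to mean of DMSO wells on the plate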
LAP4-GFP MLPCN: yeast TOR pathway LAP4-GFP modulation; S. cerevisiae LAP4-GFP multiplex, flow cytometry GFP, 3 h; median GFP as percent of DMSO wells; GFP response vs DMSO, % at 10 µM; 0.34% of 320,000 active;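 active = GFP response vs DMSO above a set limit, about the screen mean plus 3 SD, cut at about 150% in these data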
AHR activator: activators of human aryl hydrocarbon receptor. activation, % at 5 µM. 2.5% of 320,000 active. AHR-responsive luciferase reporter cells, luminescence. AID 2796; in the data active = activation above about 47%;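 also: 0% = vehicle wells and 100% = reference agonist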
procasp7 counter: counter-screen: procaspase-7 (human) activation; P55210; recombinant procaspase-7, Ac-DEVD-pNA absorbance 405 nm; D23A/D198A/D206A triple mutant, cannot self-cleave; scale: DMSO 0, 5 µM enzyme 100; activation, % at 8.5 µM; 0.093% of 330,000 active; AID 463210;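 active = percent activation above the screen-wide mean plus 3 SD, cut at about 25% in these data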
Target sequence (P55210 whole entry D23A/D198A/D206A): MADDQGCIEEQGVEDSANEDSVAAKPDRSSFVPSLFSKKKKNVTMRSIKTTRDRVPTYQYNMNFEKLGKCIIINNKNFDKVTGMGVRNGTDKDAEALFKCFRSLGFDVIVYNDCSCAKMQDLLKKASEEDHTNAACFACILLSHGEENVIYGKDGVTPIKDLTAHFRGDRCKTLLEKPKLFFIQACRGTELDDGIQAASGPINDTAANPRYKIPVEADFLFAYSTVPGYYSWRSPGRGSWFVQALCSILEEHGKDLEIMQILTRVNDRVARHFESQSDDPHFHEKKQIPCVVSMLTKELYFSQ
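Test system: Procaspase-7 triple mutant (PC-7 D3A). Also added: Ac-DEVD-pNA substrate, 400 µM as added. Schedule: 1 h enzyme–compound preincubation and 2 h substrate reaction, both 25 °C. Signal: p-Nitroaniline absorbance at 405 nm, read at 0 and 120 min. Control set: low DMSO alone, high DMSO plus 5 µM PC-7.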
Numbers without * were called inactive; x = no result given. Not a hit list; any-hit rate near 3.5%.

SMILES	MEP2 TOR yeast	AGP1 TOR yeast	proCasp3 act	RPL19A TOR yeast	CIT2 TOR yeast	LAP4-GFP MLPCN	AHR activator	procasp7 counter
CCc1ccccc1NC(=O)COC(=O)c1cccs1	97	83	11	101	100	91	1	12
CCN(CC)C(=O)c1ccc(S(=O)(=O)c2ccccc2)cc1	108	95	-9	102	101	95	0	0
COc1ccc2c(c1)c1ncn(CCc3ccccc3)c(=O)c1n2C	104	101	3	100	96	108	36	0
CCOC(=O)c1c(-c2ccc(C)s2)csc1NC(=O)c1cccs1	99	97	-8	101	106	85	-4	3
O=C(NNC(=O)c1cccc2ccccc12)c1ccco1	101	112	6	96	97	98	-3	-7
Cc1cc(NC(=O)Nc2cc(C)nn2-c2ccccc2)n(-c2ccccc2)n1	102	110	1	106	106	108	2	-1
O=S(=O)(NC1=NCCCCCC1)c1cccs1	104	103	5	99	102	98	1	-5
C1CNC(C23CC4CC(CC(C4)C2)C3)=N1	99	102	-7	112	106	94	0	-3
CCCCc1nc2cc(C(=O)N3CCN(c4cnccn4)CC3)ccc2o1	96	100	6	99	98	102	31	-3
NC(N)=NCCCc1cn(CC(=O)N2CCNCC2)nn1	97	79	-4	92	65	121	0	6
COc1ccc(S(=O)(=O)NCCN2CCOCC2)c(C)c1C	107	101	3	104	105	101	2	0
COc1ccc(NC(=O)C2CCCN(S(=O)(=O)c3cccnc3)C2)cc1OC (stereo not drawn)	108	111	-1	106	106	107	2	9
Cc1ccc(S(=O)(=O)Cc2ccc(C(=O)NCCCN3CCN(C)CC3)o2)cc1	104	103	2	99	95	99	-2	-4
CCCCN(C)CCCNC(=O)CCn1nc(-c2ccccc2)ccc1=O	107	94	0	99	110	97	0	0
O=C(N/N=C/c1cc(Br)c(O)c(Br)c1)C1CC1	102	99	8	101	101	96	11	-2
CCC(C)N1CCN(S(=O)(=O)c2ccc(NC(C)=O)cc2)CC1 (stereo not drawn)	98	96	4	95	93	108	-1	6
COc1ccc(NC(=S)N2CCN(c3ccccn3)CC2)cc1	108	100	-9	104	107	91	-2	-6
CC(=O)c1cccc(NC(=O)N2CCc3ccccc3C2)c1	109	100	-1	104	95	119	14	3
Cc1cccc(N(Cc2ccccc2)C(=O)CN2C(=O)NC3(CCCC3)C2=O)c1	105	97	2	101	98	107	-1	3
O=C(O)CNC(=O)CC1S/C(=N/N=C2\CSC(=O)N2)NC1=O (stereo not drawn)	112	106	-9	107	110	98	-4	-28

Overlap with the part before: six compounds, followed by the next part.
SMILES	MEP2 TOR yeast	AGP1 TOR yeast	proCasp3 act	RPL19A TOR yeast	CIT2 TOR yeast	LAP4-GFP MLPCN	AHR activator	procasp7 counter
O=C(N/N=C/c1cc(Br)c(O)c(Br)c1)C1CC1	102	99	8	101	101	96	11	-2
CCC(C)N1CCN(S(=O)(=O)c2ccc(NC(C)=O)cc2)CC1 (stereo not drawn)	98	96	4	95	93	108	-1	6
COc1ccc(NC(=S)N2CCN(c3ccccn3)CC2)cc1	108	100	-9	104	107	91	-2	-6
CC(=O)c1cccc(NC(=O)N2CCc3ccccc3C2)c1	109	100	-1	104	95	119	14	3
Cc1cccc(N(Cc2ccccc2)C(=O)CN2C(=O)NC3(CCCC3)C2=O)c1	105	97	2	101	98	107	-1	3
O=C(O)CNC(=O)CC1S/C(=N/N=C2\CSC(=O)N2)NC1=O (stereo not drawn)	112	106	-9	107	110	98	-4	-28
O=C(c1cnc(-c2ccccc2)s1)c1ccc(Cl)cc1Cl	98	102	0	99	98	102	1	-1
CCOC(=O)c1[nH]c2ccc(OC)cc2c1NS(=O)(=O)c1ccc(Cl)s1	98	93	8	97	94	88	2	-12
COc1ccccc1Nc1nc2ccc(C)cc2n2cnnc12	114	93	-4	104	100	110	25	11
CSCCC1NC(=O)N(CC(=O)Nc2ccc(Br)cc2Br)C1=O (stereo not drawn)	105	103	7	100	100	102	-1	3
CCOc1cc(NC(=O)Nc2ccccc2)c(OCC)cc1NC(=O)CC	114	94	x	102	98	95	x	x
CC(=O)Nc1c(C)nn(-c2ccc([N+](=O)[O-])cc2)c1C	93	98	4	97	101	103	1	-4
O=C1[C@@H]2C(c3cccnc3)=NO[C@@H]2C(=O)N1c1ccc(Br)cc1	97	103	-22	96	104	120	-2	-15
Cc1nc2nc[nH]n2c(=O)c1NC(=O)c1c(-c2ccccc2Cl)noc1C	107	111	-4	102	101	106	3	7
COc1cccc(-c2c(C(=O)N/N=C(\C)c3ccco3)nnn2-c2nonc2N)c1	104	103	-1	102	107	91	5	5
COc1ccc(C2c3ccc4ccccc4c3Oc3ncn(Cc4ccco4)c(=N)c32)cc1OC (stereo not drawn)	102	93	0	99	95	100	12	2
Cc1cc(N2CCCC2=O)ccc1S(=O)(=O)N1CCOCC1	98	110	-2	99	110	100	2	4
O=C(O)CC1c2ccccc2CCN1S(=O)(=O)c1ccccc1 (stereo not drawn)	106	118	1	107	105	117	-1	5
O=[N+]([O-])c1ccccc1-n1cnc2ccccc21	104	97	-12	107	95	94	0	-6
COc1ccc([C@@H]2[C@@H]3C(=O)N(C(C)(C)C)C(=O)[C@@H]3[C@]3(Cc4ccccc4)C(=O)N(c4ccccc4)C(=O)N23)cc1	99	91	1	101	101	130	2	6
COc1ccccc1Nc1nc(Cl)c(C=O)s1	98	105	-9	102	95	106	3	-2
Cc1cccc(N2C(=O)C(Oc3ccc(Cl)cc3Cl)C2C=O)c1C (stereo not drawn)	99	91	-1	97	93	103	1	-5
Cn1c(SCC(=O)c2ccc(O)c(O)c2)nnc1-c1cccs1	103	98	1	94	93	96	3	-4
COc1ccccc1NS(=O)(=O)c1cc(C)ccc1C	100	103	3	99	90	96	1	-2
COC(=O)Nc1nc2ccc(C(=O)c3cccs3)cc2[nH]1	98	95	6	99	89	111	41	1
CCCCc1ccc(NS(=O)(=O)c2c(C)n(C)c(=O)n(C)c2=O)cc1	93	95	11	89	90	97	-1	2
CCOc1ccc(-c2nnc3ccc(SC(C)C)nn23)cc1	84	75	-6	91	74	114	51*	10
Cc1ccc(CNC(=O)c2ccc(N(C)C)cc2)cc1	102	99	12	96	94	114	2	-1
Clc1ccc(-c2nc(-c3ccncc3)no2)c(Cl)c1	101	102	-11	98	91	110	-3	2
COc1cc(S(=O)(=O)N2CCOCC2)ccc1NC(=O)COC(=O)c1ccc(Cl)nc1	104	104	5	99	97	100	0	0
NC(=O)c1ccc(NC(=O)Nc2ccc3c(c2)OCO3)cc1	96	99	5	101	102	88	39	2
CC[C@@H](C)[C@@H]1CN([C@@H](C)CN2CCC[C@H]2CN2C(N)=NC[C@H]2CC(C)C)C(=N)N1CCc1ccc(Cl)c(Cl)c1	94	94	-2	96	91	101	0	-9
Cc1ccn(CC(=O)N2CCCC(Nc3ccc(F)c(F)c3)C2)n1 (stereo not drawn)	101	103	-2	111	112	100	6	-16
OC(CN1CCN(c2ccc(C(F)(F)F)cn2)CC1)c1ccccc1 (stereo not drawn)	94	98	6	96	92	106	-1	-3
Cc1ccc(CNc2ccc3c(c2)nc(C)n3C)cc1	112	113	2	109	107	108	57*	-1
Cc1ccc(S(=O)(=O)CCC(=O)c2ccc(F)cc2)cc1	109	123	-27	94	164*	112	2	-34
CCOC(=O)C1C(=O)NC(N2CCOCC2)=NC1C(C)C (stereo not drawn)	96	101	9	100	100	98	15	3
CN(Cc1ccco1)c1ncnc2ccc(-c3ccccc3Cl)cc12	88	92	-4	95	105	90	2	-2
CC1(CCc2ccccc2)NC(=O)N(CC(=O)Nc2c(F)cccc2F)C1=O (stereo not drawn)	103	102	9	99	107	96	0	-1
CCC(CC)N=C1NS(=O)(=O)c2cc([N+](=O)[O-])ccc21	103	107	2	104	113	105	-2	4
Cc1ccc(O)c(NC(=O)c2ccc3c(c2)C(=O)N(Cc2ccco2)C3=O)c1	107	106	-1	108	110	94	26	-2
COc1ccc(Br)cc1C(=O)Nc1ccccc1N1CCCC1	105	103	-5	100	102	118	28	6
Cc1cc2c(cc(C(=O)OC(C(=O)NCc3ccco3)C(C)C)n2C)o1 (stereo not drawn)	93	93	7	90	92	90	0	-3
O=C(CCC1COc2ccccc2O1)NC1CCCCC1 (stereo not drawn)	93	91	1	x	99	99	-2	-9
COCCCn1c(SCC(=O)NC2CCS(=O)(=O)C2)nnc1-c1ccc(Cl)cc1 (stereo not drawn)	101	109	-1	101	100	98	0	2
COCCn1c(SCC(=O)Nc2ccc(S(N)(=O)=O)cc2)nc2ccccc21	94	110	3	101	101	92	0	5

AHR activator, what is marked active above.
compound	MEP2 TOR yeast	AGP1 TOR yeast	proCasp3 act	RPL19A TOR yeast	CIT2 TOR yeast	LAP4-GFP MLPCN	AHR activator
CCOc1ccc(-c2nnc3ccc(SC(C)C)nn23)cc1	84	75	-6	91	74	114	51*
Cc1ccc(CNc2ccc3c(c2)nc(C)n3C)cc1	112	113	2	109	107	108	57*

The list goes on:
SMILES	MEP2 TOR yeast	AGP1 TOR yeast	proCasp3 act	RPL19A TOR yeast	CIT2 TOR yeast	LAP4-GFP MLPCN	AHR activator	procasp7 counter
Cc1cccc(N2CCN(C(=O)C3(S(=O)(=O)c4ccc(Cl)cc4)CC3)CC2)c1C	92	95	13	95	95	98	-2	-1
O=C(COC(=O)c1cc(Br)ccc1O)NCC1CCCO1 (stereo not drawn)	93	100	2	100	87	104	0	6
c1ccc(CSc2nnc3ccc(-c4ccncc4)nn23)nc1	91	104	4	96	103	105	4	6
O=C(NCCN1CCNC1=O)C1CCC(=O)N(Cc2ccccc2F)C1 (stereo not drawn)	101	100	-4	104	112	77	1	5
CC(=O)c1cc(N2CCC(C(=O)O)CC2)ccc1[N+](=O)[O-]	100	101	-21	95	106	106	7	2
CCc1ccccc1NC(=O)CN(C)C(=O)COC(=O)c1ccco1	96	99	2	96	92	100	-1	11
COc1ccc(CCNC(=O)C(CCC(N)=O)NS(=O)(=O)c2ccc(Cl)cc2)cc1OC (stereo not drawn)	94	98	-2	102	99	93	5	-3
COc1cc(-c2c(C#N)c(N)nc(SCc3ccncc3)c2C#N)cc(OC)c1OC	109	110	2	108	112	106	5	3
CC(C)(C)c1cc(C(=O)NNC(=O)c2ccc(C(F)(F)F)cc2)no1	91	106	-5	100	97	93	14	5
CC1(CCc2ccccc2)NC(=O)N(CC(=O)Nc2ccccc2C#N)C1=O (stereo not drawn)	101	100	2	99	103	101	39	2
CCOc1ccccc1N1CCN(CC(O)COCc2cccs2)CC1 (stereo not drawn)	104	106	5	101	103	114	5	6
CCOC(=O)c1cc(C#N)c(N2CCN(C)CC2)nc1-c1ccccc1	106	102	-3	100	100	102	5	-4
CCN(C(=O)CCS(=O)(=O)c1cccc2nsnc12)c1cccc(C)c1	92	91	-1	94	87	83	-2	2
CN(C)CCCN(C(=O)c1ccc(S(=O)(=O)N2CCOCC2)cc1)c1nc2cc3c(cc2s1)OCO3	101	107	7	103	102	106	-6	-2
COc1ccc(C2C(C#N)=C(N)Oc3n[nH]c(C)c32)cc1Cn1cc([N+](=O)[O-])cn1 (stereo not drawn)	92	104	-7	100	102	93	-3	8
Cc1ccc(S(=O)(=O)N2CCCCC2)cc1C(=O)N1CCN(c2ccccn2)CC1	94	96	2	92	89	96	5	-2
CCCc1cc(=O)oc2cc(OC(C)C(=O)NCCCn3ccnc3)ccc12 (stereo not drawn)	100	108	-3	105	106	99	6	-4
